Assay outcomes: PubChem BioAssay, NCI
NCI-60 one-dose screen, 48 h, at 10 µM unless noted. Numbers give growth in % (100 = growth as untreated, 0 = no growth, -100 = all killed).
UACC-257 – UACC-257 melanoma | AID 1794764 | 78,000 tested, 4.4% active
MDA-MB-435 – MDA-MB-435 melanoma | 82,000 tested, 7.8% active
SK-MEL-5 – SK-MEL-5 melanoma; 80,000 tested, 6.4% active; AID 1794755
SK-MEL-28 – SK-MEL-28 melanoma; 81,000 tested, 4.1% active
LOX IMVI – LOX IMVI melanoma. 79,000 tested, 7.4% active. AID 1794757
UACC-62 – UACC-62 melanoma; 81,000 tested, 5.4% active; AID 1794756
SK-MEL-2 – SK-MEL-2 melanoma; 77,000 tested, 4.7% active
MALME-3M – MALME-3M melanoma; 78,000 tested, 5.8% active; AID 1794766
Starred values were filed as active, the others as inactive; x = no result given; & = joins results of further samples; [ ] = dose if it differs, or a comment. The calls were made as follows: active = growth percent below 10; inactive = the rest.

The line under a structure holds: UACC-257	MDA-MB-435	SK-MEL-5	SK-MEL-28	LOX IMVI	UACC-62	SK-MEL-2	MALME-3M
1	CCn1cc(C(=O)N/N=C/c2cccc(F)c2)c(=O)c2cc(F)c(N3CCNC(C)C3)c(F)c21 (configuration not stated)
    89	-75*	53	-64*	-91*	65	104	-67*
2	COC(=O)NC1c2ccccc2CCC1I (configuration not stated)
    99	104	93	109	99	100	120	104
3	C=C(C)[C@@H]1CC[C@@]23O[C@@H]2C(=O)C[C@@H](C)[C@]3(C)C1
    101	x	100	109	99	96	104	100
4	CCOC(=O)c1ccc2ccc3ccccc3c2c1
    100	91	76	101	92	89	104	77
5	CC(=C(c1ccc(OCCN2CCCCC2)cc1)c1ccc(OCCN2CCCCC2)cc1)c1ccccc1
    -79*	-66*	-91*	-94*	-97*	-79*	20	-100*
6	Cc1cc(-c2ccc3nc(N)sc3c2)nc2ccc3[nH]ncc3c12
    46	-44*	26	38	44	22	-3.9*	33
7	N#CC1(Nc2ccc3c4c(cccc24)CC3)CCCCC1
    93	99	92	103	98	106	90	93
8	Cn1nc(C(F)(F)F)c(-c2ccc(Cl)c(C(F)(F)F)c2)c1-c1ccc(OCc2ccc(Cl)cc2)cc1O
    2.3*	25	x	31	5.2*	20	1.9*	12
9	OCc1ccc(O)c(CO)n1
    106	105	109	110	x	103	120	103
10	COC(=O)c1cnc(N)s1
    105	103	105	110	104	97	98	108
11	CN(C)c1ccc(-c2ccc(-c3ccc(C#N)cn3)o2)cc1
    95	86	89	89	47	95	111	84
12	Nc1ccc(-c2nnc(SCc3ccc(O)c4ncccc34)n2-c2ccccc2)cc1
    3.2*	15	-55*	34	14	12	12	5.2*
13	CCOC(=O)c1c(-c2ccccc2)n2c(=O)cc(C)c3c(O)c(O)cc1c32
    70	80	42	76	43	69	84	65
14	Cc1ccc2[nH]cc(-c3nc(-c4c[nH]c5ncccc45)cs3)c2c1
    71	89	57	99	x	71	76	x
15	O=C1c2c(O)cccc2[C@@H](O[C@@H]2O[C@H](CO)[C@H](O)[C@@H](O)[C@H]2O)c2cc(CO)cc(O)c21
    120	101	101	113	101	103	113	119
16	Cc1cn(C2CCCCC2)c(=O)[nH]c1=O
    102	108	105	109	111	109	127	120
17	Cc1nn(-c2ccc(Cl)cc2)c2c1C(c1ccc(O)cc1)C(C#N)=C(N)O2 (configuration not stated)
    107	106	100	118	103	95	102	101
18	Cc1cc(=O)oc2cc(OCc3nn4c(Nc5nc6ccccc6s5)c(-c5ccccc5)nc4s3)ccc12
    94	89	99	102	96	84	108	94
19	C=CC(=O)N[C@H](Cc1ccc(-c2cc(Cl)cc(Cl)c2)cc1)[C@H](O)[C@@H](O)C(=O)O
    74	102	92	106	96	x	90	90
20	Cc1cc(C(=O)O)ccc1[N+](=O)[O-]
    104	104	110	123	96	110	106	x
21	COc1ccc(CCNC(=O)C(=O)[C@H](Cc2ccccc2)NC(=O)c2oc3cc(O)ccc3c(=O)c2C)cc1
    98	91	97	103	68	60	93	109
22	O=C(Nc1cccnc1)c1ccc(CSc2ccc(Cl)cc2)o1
    87	100	73	105	86	86	x	x
23	O=C(Cn1c(=O)ccn(CCCCCCCCOc2ccc(Br)cc2)c1=O)Nc1ccc(Oc2ccc(Cl)cc2)cc1
    x	66	29	73	51	36	71	70
24	O=c1[nH]nc(-c2ccccc2)c2c(-c3ccccc3)n[nH]c12
    102	111	x	112	98	79	99	105
25	Cc1c(Cc2ccccc2)c(=O)oc2c(C)c(OCC(=O)NN3C(=O)c4ccccc4C3=O)ccc12
    85	105	100	104	99	99	100	105
26	COc1ccc(Nc2nc(Nc3cc(C)[nH]n3)c3cc(OC)c(OC)cc3n2)cc1
    -77*[20 µM]	-97*[20 µM]	-85*[20 µM]	-96*[20 µM]	-93*[20 µM]	-99*[20 µM]	-69*[20 µM]	-98*[20 µM]
27	Fc1ccc(NCc2nnc(-c3ccc(Cl)cc3)o2)cc1Cl
    78	104	103	102	99	104	82	112
28	OCCNc1nc(Nc2ccc(Cl)cc2)nc(Nc2ccc(C3=NN(c4cc(Cl)cc(Cl)c4)C(c4ccc(C(F)(F)F)cc4)C3)cc2)n1 (configuration not stated)
    102	103	97	103	101	91	111	101
29	Cc1ccc(/C=C2\SC(=S)N(CC(=O)NCCN3CCOCC3)C2=O)cc1
    109	106	99	106	100	99	112	104
30	NC(=O)CCNC(=O)c1ccccc1S
    98	98	100	108	104	109	101	101
31	CC1(C)C(C#N)C(=O)N=C(N)C1C(N)=O (configuration not stated)
    101	110	109	108	105	90	107	99
32	CCCCCc1ccc(S(=O)(=O)Nc2cccc(-c3csc(NC(=O)CNCCN(C)C)n3)c2)cc1
    96	90	73	91	33	102	108	74
33	C/C(=N\NC(=O)c1ccc(S(N)(=O)=O)cc1)c1cc2ccccc2o1
    94	103	102	104	100	104	113	88
34	CC(=O)c1cc(C(=O)c2ccc3c(c2)Sc2ccccc2N3)c2c(C)cccn12
    77	-27*	8.2*	62	14	26	x	62
35	CC(C)=CC/C=C(/C)[C@H]1CC[C@]2(C)[C@@H]1CC[C@@H]1[C@@]3(C)C/C(=C/c4ccccc4)C(=O)C(C)(C)[C@@H]3CC[C@]12C
    89	105	99	100	102	82	101	x
36	CCOC(=O)N1CCN(CCCCl)CC1
    97	103	101	106	99	94	103	102
37	COc1cc2c(cc1OC)/C(=C\c1sc(Nc3ccc(O)cc3)nc1O)C(C(=O)O)=N2
    49	-77*	14	48	x	20	-9.4*	13
38	C=C(CCC(=O)O)C(=O)O
    74	102	96	109	98	x	96	105
39	C/C(O)=C(\C#N)c1ccc(Cl)cc1
    91	91	97	106	105	99	95	96
40	NS(=O)(=O)c1ccc(-n2nc(-c3ccc(F)cc3)ccc2=O)cc1
    96[100 µM]	103[100 µM]	105[100 µM]	104[100 µM]	98[100 µM]	95[100 µM]	113[100 µM]	106[100 µM]
41	COC(=O)c1cc(=O)nc(NN=C(C)C)s1
    93	111	103	107	83	116	x	81
42	Cc1ccccc1C(=O)N1CCc2cc(-c3nc(NC(=O)Cc4ccc5c(c4)OCO5)sc3C)ccc21
    47	66	22	82	80	53	x	72
43	N#CC1=C(N)Oc2c(ccc3ccccc23)C1c1ccccc1Cl (configuration not stated)
    60	-41*	9.9*	51	27	27	56	52
44	COc1ccc(C2C=C(C(=O)O)Nc3nc(N)[nH]c(=O)c32)cc1 (configuration not stated)
    103	108	105	93	x	110	116	120
45	O=c1c2c3c(sc2n2c(CSc4nn5cc(-c6ccccc6)nc5s4)nnc2n1Cc1ccccc1)CCCC3
    116	107	107	117	96	95	100	98
46	C1COCC(CC2COCCN2)N1 (configuration not stated)
    99	103	105	102	99	103	97	100
47	O=c1ccc(=O)n(CCc2ccccn2)[nH]1
    96	102	104	113	102	94	103	109
48	CC(CC1=N[C@@H]2c3ccccc3C[C@@H]2O1)(C1=N[C@@H]2c3ccccc3C[C@@H]2O1)C1=N[C@H]2c3ccccc3C[C@H]2O1 (some centres not stated)
    98	101	91	103	90	79	94	94
49	Nn1c(=S)[nH]nc(/C=C/c2ccco2)c1=O
    115	106	112	106	99	106	29	129
50	COCCn1cc(-c2csc(-c3c[nH]c4ccc(Br)cc34)n2)c2cccnc21
    29	29	20	52	-11*	45	36	53
51	COc1ccccc1/C=C/C=N/N1C(=S)NC2C1N(C)C(=O)N2c1ccccc1 (configuration not stated)
    90	100	102	110	98	96	97	103
52	O=C(NO)c1ccc(Cn2c(=O)n(-c3ccccc3F)c(=O)c3ccccc32)cc1
    x	-79*	-19*	-21*	-86*	-46*	-3.9*	x
53	OB(O)c1ccccc1
    99	109	113	117	101	109	107	102
54	CN(C)c1nc(N)nc(Cn2c(-c3nonc3N)nc3ccccc32)n1
    93	7.8*	87	82	77	73	90	88
55	Cc1cc(C)cc(Nc2nccc(-c3c(-c4ccc(F)cc4)ncn3C3CCNCC3)n2)c1
    -51*	-79*	-88*	-35*	-81*	22	21	-36*
56	CC(C)(C)C1CCC(O)(Cc2ccccc2)CC1 (configuration not stated)
    x	109	103	102	97	108	x	97
57	O=[N+]([O-])c1cccc(-c2nc3sccn3c2-c2ccnc(NCCNS(=O)(=O)c3cccc4ccccc34)n2)c1
    102	98	86	121	103	88	102	116
58	Cc1cc(C)c2c(c1)N(C)c1ncnc(-n3cnc4cc(C)ccc43)c1CC2C (configuration not stated)
    45	8.4*	8.5*	63	47	31	17	45
59	COc1ccccc1/C=C1N=C(/C=C/c2ccccc2)OC/1=O
    x	110	100	100	91	96	94	97
60	CCN(CC)CCCC(C)Nc1ccc2ccc(Cl)cc2n1 (configuration not stated)
    x	109	98	106	95	103	117	115

Next part
no.	Structure	UACC-257	MDA-MB-435	SK-MEL-5	SK-MEL-28	LOX IMVI	UACC-62	SK-MEL-2	MALME-3M
61	Cc1ccc(-c2cc3nc(C(Cl)Cl)nc(-c4ccc(S(=O)(=O)N(C)C)cc4)n3n2)cc1	100	89	91	100	46	89	113	100
62	CC(=O)Nc1cc2cc(N=CN(C)C)ccc2oc1=O	101	109	100	106	106	109	x	106
63	CC(=O)N1CCN(c2ccc(NC(=O)COc3ccc(C4CCCCC4)cc3)cc2)CC1	89	84	x	92	82	85	96	106
64	Nc1nsc(C(=O)c2ccc(O)cc2)n1	87	104	98	100	89	89	102	109
65	O=C(NO)c1ccc(-n2nc(-c3ccccc3)c3ccccc32)cc1	79	85	58	72	25	34	91	57
66	Cc1ccccc1N1CCN(CSc2ccccc2)CC1	x	102	94	115	101	87	109	x
67	COc1ccccc1N1CCN(c2ncnc3cc[nH]c23)CC1	78	66	36	92	84	65	70	81
68	CCOC(=O)c1c2c(c(C)n1C)-c1[nH]c(=O)ncc1CC2	118	99	105	117	92	82	115	112
69	COc1cccc(-c2c(C#N)nnn2-c2cccc(Cl)c2)c1	92	98	94	102	98	93	90	104
70	O=c1c2cnn(-c3ccccc3)c2n2cnnc2n1-c1ccccc1	99	110	99	112	97	87	66	142
71	NS(=O)(=O)c1ccc(Nc2ccnc(SCC(=O)c3ccc(C(F)(F)F)cc3)n2)cc1	100	99	88	114	96	87	98	107
72	Nc1ccc(S)cc1	107	107	105	107	110	94	115	115
73	OCC1(CO)COC2(CCCC2)N1	81	100	109	109	98	93	103	131
74	CC(=O)C1CCC2C3CC(C)=C4CC(O)CCC4(C)C3CCC12C (configuration not stated)	117	109	99	105	92	92	95	x
75	CCCCNc1ccc(C(=O)NN)cc1	97	103	100	106	96	95	73	115
76	N#CC(=Nc1cccc(F)c1)C1=C(O)c2ccccc2C1=O	x	99	91	x	91	83	x	87

4 compounds drawn at random from the list so far:
no.	Structure	UACC-257	MDA-MB-435	SK-MEL-5	SK-MEL-28	LOX IMVI	UACC-62	SK-MEL-2	MALME-3M
76	N#CC(=Nc1cccc(F)c1)C1=C(O)c2ccccc2C1=O	x	99	91	x	91	83	x	87
71	NS(=O)(=O)c1ccc(Nc2ccnc(SCC(=O)c3ccc(C(F)(F)F)cc3)n2)cc1	100	99	88	114	96	87	98	107
70	O=c1c2cnn(-c3ccccc3)c2n2cnnc2n1-c1ccccc1	99	110	99	112	97	87	66	142
74	CC(=O)C1CCC2C3CC(C)=C4CC(O)CCC4(C)C3CCC12C (configuration not stated)	117	109	99	105	92	92	95	x

(list continues)
no.	Structure	UACC-257	MDA-MB-435	SK-MEL-5	SK-MEL-28	LOX IMVI	UACC-62	SK-MEL-2	MALME-3M
77	N#Cc1ccc(CC(=O)c2ccccc2)[nH]c1=O	111	103	109	105	100	95	94	x
78	COc1cc2oc(-c3cccc(NC(=O)Nc4ccc(F)cc4)c3)cc(=O)c2c(OC)c1OC	97	96	x	98	60	77	95	71
79	CC(O)C(O)C(O)C(O)C(O)C(=O)NNc1ccccc1 (configuration not stated)	100	86	107	103	48	31	106	105
80	CN(C=O)c1ccc(N(C)C=O)cc1	109	104	101	104	103	106	90	115
81	COc1ccc(-c2nc(N/N=C/c3ccco3)nc(N3CCOCC3)c2C#N)cc1	95	92	80	81	88	76	91	59
82	COc1cc2c(c(OC3OC(CO)C(O)C(O)C3O)c1)C(=O)CC(c1ccc(O)cc1)O2 (configuration not stated)	93	105	97	105	96	98	94	91
83	CC1(C)CC(=O)C2=C(C1)N(c1ccc(F)cc1F)C(N)=C(C#N)C2c1cc(Br)ccc1F (configuration not stated)	101	101	93	109	58	91	94	99
84	CCCCc1ccc(NC(=O)Nc2ccc3oc(=O)ccc3c2)cc1	101	90	x	87	82	84	112	87
85	C=CCOc1cccc(/C=C2\SC(=Nc3ccc(O)cc3)NC2=O)c1	68	-45*	-39*	70	8.9*	35	41	58
86	Cc1[nH]c(/C=C/C(=O)c2ccc(C(F)(F)F)c(F)c2)c(C)c1C(=O)N1CCCCC1	97&94	97&100	97&88	98&103	99	85&91	105&86	90&93
87	Cc1ccc2nc(C)c(C(=O)NCc3ccc(OCc4cn(Cc5ccccc5)nn4)cc3)n2c1	105	99	85	101	95	79	111	108
88	COc1ccc(C(O)C#N)cc1OC (configuration not stated)	97	103	104	108	99	104	109	109
89	COC(=O)/C=C\C(=O)OC	106	115	106	112	102	101	114	139
